Bioassay records from PubChem BioAssay.
Imprint erasure: genomic imprint erasure induction; mouse ES Peg3-LacZ reporter, beta-gal luminescence, 40 h; Potency, µM (titrated, usually from 60.7 µM), for the others: at the top dose activity change, positive = activation, usual class: activators; 110,000 tested, 0.02% active; AID 1948;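 also: 0% = negative control wells on the plate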
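Imprint erasure is scored as LacZ activity from the silenced maternal Peg3 allele in feeder-free female ES cells cultured 40 h with LIF. Luminescence is normalized to in-plate negative controls and fitted to the Hill equation.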
p53ts 39C kill: p53ts cell cytotoxicity, nonpermissive temperature. AID 902. 130,000 tested, 1.5% active. Potency, µM (doses to about 46.1 µM), for inactives: at the highest dose activity change, negative = cell killing, actives largely listed as cytotoxic. H1299-p53A138V viability at 39C, ATP luminescence, 24 h; also: nearly all actives have a fitted effect of over 55% in size
IkB sig inh: suppresses IkB signaling in ABC-DLBCL reporter cells. ABC-DLBCL IkBa-CBG/CBR dual luciferase ratio, 4 h; response scale: scaled: untreated 0%, proteasome inhibitor 100%. 110,000 tested, 0.04% active. Potency, µM (series often up to 57.1 µM), for the others: at the top dose IkBa stabilization activation; active = well fitted curve in the direction sought with a large enough effect in the signal ratio, not every such curve was filed as active; inconclusive = small, poorly fitted or top-dose-only effect, or a change in a side signal; the % refers to the signal ratio;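 also: the direction sought is a rising ratio; 0% = basal untreated cells and 100% = reference inhibitor full response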
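In this assay, an IκBα–CBG68 fusion accumulates when IKK-driven degradation is blocked; native CBR normalizes for cell number. OCI-Ly3 cells were treated 4 h with compound and doxycycline, then green and red light read after Chroma-Glo addition.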
p53ts 32C kill: kills p53ts cells at the permissive temperature; AID 924; H1299-p53A138V at 32C, ATP luminescence viability, 24 h; 130,000 tested, 0.93% active; Potency, µM (top dose mostly 46.1 µM), inactives show at the highest dose activity change, negative = cytotoxicity, usual class: cytotoxic;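 also: 0% = DMSO and -100% = full killing by reference compound; nearly all actives have a fitted effect of over 55% in size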
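Cells: H1299 p53ts (A138V), 600/well, pre-incubated 16–30 h at 37C. Cpd up to 46 uM, 24 h, 32C. Readout: ATPlite luminescence, 20 min RT. Normalization: DMSO vs tamoxifen 100 uM. AC50 by Hill equation.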
Starred values were filed as active, the others as inactive; ? = inconclusive; nt = no result given; & = joins results of further samples; [ ] = remark or other dose. Unless noted, calls follow the shape of the dose curve; as a rule, active = well fitted curve in the direction sought with a large enough effect; inconclusive = small, poorly fitted or top-dose-only effect, or another doubt; inactive = no such curve, though single readings can be large; an effect the other way counts as inactive or inconclusive. Unless noted, % is scaled to controls: 0 for no effect and ±100 for the full control effect; potency is read from the fitted curve at half-maximal effect. Hits appear at their usual frequency; about 1.7% have a hit in one of these screens.

SMILES	Imprint erasure	p53ts 39C kill	IkB sig inh	p53ts 32C kill
CC(C)NC(=O)N1CC[C@@]2(CCCN(C(=O)c3cccc(F)c3)C2)C1	nt	5%	1.4%[11.4 µM]	-3%
NC(=O)c1ncn([C@@H]2O[C@H](CO)[C@@H](O)[C@H]2O)n1	-10%&14%	10%	2.1%	16%[1.84 µM]
CC(=O)OC[C@H]1O[C@@H](O/N=C2/[C@H]3O[C@@H]3[C@@H](O)[C@H]3[C@H]2CCn2c(=O)n(-c4ccccc4)c(=O)n23)[C@H](OC(C)=O)[C@@H](OC(C)=O)[C@@H]1OC(C)=O	nt	1%[9.22 µM]	nt	13%[9.22 µM]
Cc1cc(NC(=O)COC(=O)CCC(=O)c2ccc(F)cc2)no1	-5%	-3%	-0.3%	2%
CCOC(=O)c1cc(-c2ccncc2)nc2c1c(C)nn2-c1ccccn1	20%	0%	0.5%	-5%
O=S(=O)(c1cccc(Cl)c1)n1c(/C=C/c2ccccc2Cl)nc2ccccc21	-84%[inhibitor][10.9 µM]	1µM*	5.6%	1.3µM*
COC(=O)c1c(NC(=O)c2nc(SCc3cccc(C)c3)ncc2Cl)sc2c1CCCC2	?	-12%	1.2%	3%
CCc1nn(CC(=O)Nc2cccc(C)c2C)c(=O)c2cc3sccc3n12	7%[10.9 µM]	10%	0.9%	-3%
Cn1ccc(C(=O)OCC(=O)c2ccccc2)n1	-7%	10%	3.9%	3%
Cc1ccc(-c2nc3ccccc3[nH]2)cc1NC(=O)c1ccco1	-20%	-8%	-0.1%	1%
CN(Cc1cnn(C)c1)C(=O)C1CCCCC1C(=O)O (stereo unspecified)	nt	6%	nt	-5%
Cc1ccc(C(=O)c2oc3ccccc3c2N)cc1	nt	1%	nt	-6%
Cc1c(NC(=O)Nc2cccc(Cl)c2)c(=O)n(-c2ccccc2)n1C	-3%	-1%	-0.7%	6%
COC(=O)CCC(NC(=O)c1cc(C)oc1C)C(=O)OC (stereo unspecified)	nt	12%	nt	14%
COc1cccc(NC(=O)N2CCN(C(=O)c3nsc4ccccc34)CC2)c1	28%[10.9 µM]	-3%	?	-6%
COc1ccc(S(=O)(=O)c2c(Nc3ccc(C)cc3)sc(C(=O)c3ccc(C)cc3)c2N)cc1	-13%[10.9 µM]	-2%	0.4%	-2%
CCc1nnc(NC(=O)CCC(=O)N2CCN(C3CCCCC3)CC2)s1	-8%	-5%	?	0%
CCN1CCN(C(=O)CCCCCn2c(=O)[nH]c3cc(C(=O)OC)ccc3c2=O)CC1	-10%	-7%	2.5%	-7%
COc1cc(NC(=O)NCCN2CCN(c3ccc(Cl)cc3)CC2)ccc1C	17%	-6%	-0.8%	-9%
CCCCn1c(NCCO)nc2ccccc21	-33%[inhibitor]	4%	0.0%	-29%

Among those listed so far, three contain a thiophene ring, fused or not:
SMILES	Imprint erasure	p53ts 39C kill	IkB sig inh	p53ts 32C kill
COC(=O)c1c(NC(=O)c2nc(SCc3cccc(C)c3)ncc2Cl)sc2c1CCCC2	?	-12%	1.2%	3%
CCc1nn(CC(=O)Nc2cccc(C)c2C)c(=O)c2cc3sccc3n12	7%[10.9 µM]	10%	0.9%	-3%
COc1ccc(S(=O)(=O)c2c(Nc3ccc(C)cc3)sc(C(=O)c3ccc(C)cc3)c2N)cc1	-13%[10.9 µM]	-2%	0.4%	-2%

(continued)
SMILES	Imprint erasure	p53ts 39C kill	IkB sig inh	p53ts 32C kill
COc1cccc(-c2nnc3sc(-c4ccccn4)nn23)c1	-13%	5%	-1.7%	-2%
CCCc1cc(C(N)=O)c(NC(=O)c2ccoc2C)s1	-21%	-10%	0.6%	5%
Cn1c(SCCCC(=O)c2ccccc2)nnc1-c1ccncc1	-12%	-4%	-0.9%	2%
Cc1cccc(-n2ccnc2SCC(=O)Nc2cccc3ccccc23)c1C	15%[10.9 µM]	-25%	?	-8%
N=C(N)SCCON1C(=O)c2ccccc2C1=O	-15%[10.9 µM]	4%[9.22 µM]	?	-2%[9.22 µM]
CC(=O)Nc1ccc(N/C=C/C(=O)C(C)(C)C)cc1	11%	3%	-0.8%	-2%
Cc1nn(-c2ccccc2)c2sc(C(=O)Nc3ccccc3Br)cc12	9%[10.9 µM]	-6%	3.3%	-10%
COc1cccc(NC(=O)C2CCN(c3nnc(-n4c(C)ccc4C)s3)CC2)c1	-6%[10.9 µM]	-14%	?	-8%
O=C(Cn1c(=O)oc2ccccc21)NCc1cccc(Cl)c1	-8%[10.9 µM]	-9%	-2.4%	-11%
Cc1nc(NCc2ccc3c(c2)OCO3)c2oc3ccccc3c2n1	-23%	23%	?	27%
Cc1ccc(NC(=O)CCNS(=O)(=O)c2ccc3c(c2)oc(=O)n3C)cc1	-11%	2%	0.9%	6%
Cc1cc(C)nc(NC(=O)CSc2nn(C)c(=S)s2)n1	-40%[inhibitor]	6%	-0.3%	-11%
CCOC(=O)N1CCC(NC(=O)c2cc(C(=O)Nc3cccc(OC)c3)ccc2CO)CC1	-6%	-12%	-0.7%	3%
C1=C(N2CCOCC2)/C(=C/c2nc3ccccc3[nH]2)CC1	-15%	-12%	?	-8%
Brc1ccccc1-c1nnc(CSc2nnnn2-c2ccccc2)o1	-17%	-10%	?	-3%
Cc1nc2nncn2c(NCc2ccc(Cl)cc2)c1C	-16%[10.9 µM]	-23%	?	?
O=C(NCc1ccccc1)c1ccc2c(c1)sc1nc(-c3ccc(F)cc3)cn12	17%[10.9 µM]	8%	0.7%	1%
CCNC(=O)CCc1nc(-c2ccc(C(C)(C)C)cc2)no1	-30%[inhibitor]	?	1.9%	?
CC(C)Oc1ccccc1C1C=C(C(=O)O)Nc2ncnn21 (stereo unspecified)	11%[10.9 µM]	6%	0.0%	4%
COc1ccc(-c2c(C)nn3c(N4CCN(c5cc(Cl)ccc5C)CC4)cc(C)nc23)cc1OC	-6%[10.9 µM]	-18%	-2.1%	30%
CCOC(=O)c1sc(NC(=O)c2ccc(C)o2)nc1C	-86%[inhibitor]	7.9µM*	?	7.9µM*
O=C(c1nc2ncccn2n1)N1CCc2ccccc2C1	-19%	10%	-0.4%	2%
COc1ccccc1CCNC(=O)Cc1c(C)c2c(cc(C)c3c(C)c(C)oc32)oc1=O	11%[10.9 µM]	-16%	1.2%	-3%
CSc1nc(SCC(=O)NCc2ccco2)c2c3c(sc2n1)CN(C)CC3	3%	15%	9.3%	3%
CCCN(CCC)C(=O)CCS(=O)(=O)c1cccc2nsnc12	-8%	-7%	-1.9%	-5%
Cc1ccc(C(=O)Nc2ccc(-c3nc4ccccc4s3)c(O)c2)c(C)c1	8%[10.9 µM]	7%	3.0%	-2%
CCOC(=O)c1c(NC(=O)/C(C#N)=C/c2ccc(OC)cc2)sc2c1CCC2	-4%[10.9 µM]	8%	2.8%	7%
CCCN(CCC)c1ccc(C2N=C(N)Nc3nc4ccccc4n32)cc1 (stereo unspecified)	-39%[inhibitor][10.9 µM]	?	-12%	?
COc1cc(C(=O)NC2CC3CCCC(C2)N3CC(=O)Nc2ccccc2)cc(OC)c1OC (stereo unspecified)	-17%	-3%	3.9%	4%
Cn1cc(-c2nc3cnc(N4CCNCC4)nc3n(CCc3ccccc3)c2=O)c2ccccc21	-57%[inhibitor]	?	6.0%[11.4 µM]	?
O=C(NCCc1c[nH]c2ccccc12)c1cc(S(=O)(=O)N2CCCCC2)ccc1N1CCOCC1	-14%	15%	2.6%	5%
O=C(O)c1ccc(CSCc2ccccc2F)o1	-64%[inhibitor]	-9%	2.4%	-3%
Cc1cc(NC(=O)COC(=O)CCCOc2ccc(Cl)cc2C)no1	23%	-18%	0.3%	-9%
O=c1c2c3c(sc2n(Cc2cc(=O)n4ccccc4n2)c(=O)n1-c1ccccc1)CCC3	-8%[10.9 µM]	9%	-0.2%	-1%
Cn1c(SCC(=O)NCc2ccco2)nc2ccccc2c1=O	nt	2%	-0.6%	1%
Cc1cc(NC(=O)CSc2nnc(-c3ccco3)n2Cc2ccccc2)no1	nt	8%	nt	-9%
CC(C)NC(=O)NS(=O)(=O)c1cnccc1NC1CC2CCC1C2 (stereo unspecified)	nt	30%	nt	-2%
COc1ccc(OC)c(C2CC(=O)Nc3c2c(=O)[nH]c2nc4ccccc4n32)c1 (stereo unspecified)	9%[10.9 µM]	4%	1.7%	-1%
COc1ccc(O[C@H]2C=C[C@@H](c3ccccc3)O[C@H]2COC(=O)CC/C(C)=N\O[C@@H](C)c2cc(-c3c(C)cc(C)cc3C)no2)cc1	nt	2%[9.22 µM]	nt	6%[9.22 µM]
CCC1CCCCN1C(=O)COc1cc(=O)n(C)c2ccccc12 (stereo unspecified)	-2%	-1%	-2.1%	0%

Looked up above.
Under IkB sig inh, COc1ccc(OC)c(C2CC(=O)Nc3c2c(=O)[nH]c2nc4ccccc4n32)c1 (stereo unspecified) has 1.7%
Under p53ts 32C kill, COc1ccc(O[C@H]2C=C[C@@H](c3ccccc3)O[C@H]2COC(=O)CC/C(C)=N\O[C@@H](C)c2cc(-c3c(C)cc(C)cc3C)no2)cc1 has 6%[9.22 µM]

Next structures follow:
SMILES	Imprint erasure	p53ts 39C kill	IkB sig inh	p53ts 32C kill
Cc1cc(C)c2c(=O)cc(CSc3nnc(-c4ccccc4)n3C)[nH]c2c1	-5%[10.9 µM]	-27%	?	-1%
O=C(O)c1cnn2c1NC(c1ccc(F)cc1)CC2C(F)(F)F (stereo unspecified)	-3%	-5%	-0.4%	-21%
Cc1ccc(-n2nc(C(=O)N3CCN(c4ccc(F)cc4)CC3)c(=O)n(C)c2=O)cc1	20%[10.9 µM]	-6%	?	-8%
CCn1c(COc2ccc(C)cc2)nnc1SCC(=O)Nc1cc(OC)ccc1OC	-22%	5%	?	-2%
O=C(/C=C\Nc1ccccn1)c1ccccc1	-83%[inhibitor]	?	?	10µM*
Cn1nccc1C(=O)Nn1cnnc1	-7%	-7%	1.3%	-1%
COc1ccc(C2=NOC(C(=O)NC(C)(C)C)C2)cc1 (stereo unspecified)	-11%	2%	-0.1%	-2%
COc1ccc(CCNC(=O)c2cnn(-c3ccc(F)cc3)c2C2CCN(C(=O)OC(C)(C)C)CC2)c(OC)c1	-6%[10.9 µM]	-3%	?	8%
Cc1cc(NC(=O)CSc2ccc3nnc(-c4ccccc4)n3n2)no1	-1%	5%	-0.5%	-8%
CCn1c(SCC(=O)Nc2ccc(OCc3ccccc3)cc2)nnc1-c1ccco1	-25%	-8%	?	7%
CSc1nc2c(c(=O)n1C)SC(C)C2 (stereo unspecified)	-3%	20%	-0.9%	6%
CC(C)(C)NC(=O)COc1ccc(CNn2nnnc2N)cc1	4%	-1%	-0.5%	-3%
COc1cc(OC)c2c(=O)c(-c3ccccc3)coc2c1	-36%[inhibitor]	?	nt	?
CC(C(=O)Nc1nccs1)N1C(=O)C2CC=CCC2C1=O (stereo unspecified)	5%	-3%	0.3%	0%
COc1c(Cl)cc(C(=O)Nc2cccc(-c3nc4ccccc4[nH]3)c2)cc1Cl	-10%[10.9 µM]	13µM*	?	?
O=C(Cc1cccs1)Nc1nnc(SCc2cccc3ccccc23)s1	nt	14%	nt	-6%
Cc1cccc(C2C=C(c3ccc(F)cc3)Nc3nc4ccccc4n32)c1 (stereo unspecified)	-26%[10.9 µM]	10µM*	?	20µM*
Cc1cccc(Cn2c(CNC(=O)c3ccccc3)nc3ccccc32)c1	-9%[10.9 µM]	-7%	1.3%	2%
CCC(Sc1nc2cc(OC)c(OC)cc2c(=O)n1Cc1ccc(OC)cc1)C(=O)NCCOC (stereo unspecified)	13%[10.9 µM]	-30%	-0.9%	-29%
CCN(c1c(C)n(C)n(-c2ccccc2)c1=O)S(C)(=O)=O	-5%	13%	2.1%	-9%
COc1ccc(O)c(-c2cc(-c3cccc(Br)c3)n[nH]2)c1	-22%	?	?	?
CCOc1cccc(C(=O)Nc2ccc(N(CC)CC)cc2)c1	-16%	-14%	?	-1%
CCOC(=O)c1cccc(NC(=O)C2CCN(S(=O)(=O)c3cccs3)CC2)c1	-19%	-10%	?	3%
Cc1ccc(S(=O)(=O)Cc2nc(-c3ccc(C(=O)NCCCOC(C)C)cc3)oc2C)cc1	9%[10.9 µM]	33%[activator]	?	-1%
